Source: PubChem (several laboratories)
TcdB inh: TcdB glycohydrolase inhibitors, primary screen, biochemical, single point, plate reader | inhibition, % at 9.99 µM | 0.24% of 350,000 active | TcdB glycohydrolase enzymatic assay | AID 652162, 2013; in the data active means inhibition above about 10%
Rv3671c protease: Rv3671c serine protease inhibitors, primary screen, biochemical, fluorescence polarization, M. tuberculosis H37Rv; P9WHR9; inhibition, % at 5.96 µM; 0.048% of 320,000 active; in the data active means inhibition above about 38%;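 further: extracellular domain of Rv3671c used as enzyme; 0% = enzyme with DMSO and 100% = no enzyme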
Anthrax LF prot: Bacillus anthracis LF protease inhibitors, primary screen, biochemical, multiplex microsphere, MLPCN library. Lethal factor (Bacillus anthracis), P15917. multiplex microsphere protease cleavage assay. inhibition, % at 10 µM. 0.12% of 360,000 active. AID 588501, 2011; in the data active means inhibition above about 30%; inconclusive means no clear call, values can overlap the other calls; further: plate controls were buffer without enzyme for full effect and enzyme alone for no effect
Target sequence (P15917 whole entry, looked up): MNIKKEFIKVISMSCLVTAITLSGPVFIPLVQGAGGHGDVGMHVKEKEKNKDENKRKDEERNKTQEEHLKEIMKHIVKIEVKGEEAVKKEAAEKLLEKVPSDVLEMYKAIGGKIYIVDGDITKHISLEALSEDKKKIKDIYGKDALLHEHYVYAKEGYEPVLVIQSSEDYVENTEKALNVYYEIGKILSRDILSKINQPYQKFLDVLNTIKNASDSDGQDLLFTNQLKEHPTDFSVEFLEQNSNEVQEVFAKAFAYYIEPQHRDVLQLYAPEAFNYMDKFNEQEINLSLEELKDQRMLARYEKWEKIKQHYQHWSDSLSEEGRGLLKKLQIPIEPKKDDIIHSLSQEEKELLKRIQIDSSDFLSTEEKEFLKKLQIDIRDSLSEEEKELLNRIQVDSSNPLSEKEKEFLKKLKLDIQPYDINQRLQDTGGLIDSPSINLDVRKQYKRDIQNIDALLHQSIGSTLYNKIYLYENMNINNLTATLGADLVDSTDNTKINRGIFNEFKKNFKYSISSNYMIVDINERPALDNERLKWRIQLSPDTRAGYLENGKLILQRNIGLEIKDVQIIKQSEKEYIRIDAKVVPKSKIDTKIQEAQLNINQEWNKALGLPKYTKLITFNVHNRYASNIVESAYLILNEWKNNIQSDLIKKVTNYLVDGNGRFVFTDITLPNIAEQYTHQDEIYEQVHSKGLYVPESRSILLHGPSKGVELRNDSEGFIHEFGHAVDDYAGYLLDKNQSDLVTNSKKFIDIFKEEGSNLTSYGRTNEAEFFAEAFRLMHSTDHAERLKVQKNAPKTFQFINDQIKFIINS
PfHsp40 rescue: rescue of yeast from PfHsp40 toxicity, primary screen, S. cerevisiae, ATP luminescence; S. cerevisiae expressing PfHsp40, growth rescue; growth rescue, % at 12.5 µM; 0.68% of 340,000 active; in the data active means growth rescue above about 28%, passing the limit was not always enough; inconclusive means no clear call, values can overlap the other calls;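 further: yeast W303a lacking pdr1 and pdr3 grown in galactose medium; growth measured after three days at 30 °C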
SSB-PriA inh: inhibitors of Klebsiella pneumoniae PriA binding to SSB C-terminal tail, primary screen, biochemical, AlphaScreen | 0.6% of 430,000 active | AlphaScreen SSBct-PriA binding, biotinylated peptide | inhibition, % at 33 µM | PriA–SSB C-terminal tail interaction (Klebsiella pneumoniae) | AID 1272365, 2023; in the data active means inhibition mostly above about 37%, no sharp cut-off; inactive means mostly below about 20%;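 further: plate controls were negative control peptide for no effect and reference peptide for full effect; strong numbers were not always called active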
3CLpro inhibitor: SARS-CoV 3CLpro protease inhibitors, primary screen, biochemical, quenched FRET. Replicase polyprotein 1ab (Severe acute respiratory syndrome coronavirus), P0C6X7. recombinant SARS-CoV 3CLpro, quenched FRET peptide cleavage. inhibition, % at 6 µM. 0.14% of 290,000 active. AID 1706, 2009; in the data active means inhibition above about 12%
Vc quorum ag: inducers of Vibrio cholerae quorum light production without autoinducers, primary screen, BH1578 luxS cqsA deficient, single point | activation, % at 18.7 µM | V. cholerae BH1578 lux reporter, luminescence, 6 h | 0.16% of 350,000 active; in the data active means activation mostly above about 9.7%, no sharp cut-off; inconclusive means no clear call, values can overlap the other calls; inactive means mostly below about 3.7%; further: not every result past the cut was called active; inactives centre near 0; reference of the scale not given here
Y pestis TopoI: Yersinia pestis topoisomerase I inhibitors, primary screen, biochemical, cleavage product accumulation, plate reader, single point; DNA topoisomerase I (Yersinia pestis CO92); activity, % at 10 µM; 0.064% of 360,000 active; Y. pestis Topo-I cleavage product accumulation; AID 504884, 2011; in the data active means activity above about 50%, passing the limit was not always enough; inconclusive means no clear call, values can overlap the other calls; further: inactives centre near 2
MazEF act: activators of E. coli MazEF toxin-antitoxin RNase, primary screen, biochemical, fluorescence, uHTS; activation, % at 20 µM; 0.32% of 350,000 active; Endoribonuclease toxin MazF (Escherichia coli (strain K12)), P0AE70; FAM/BHQ RNA-DNA oligo cleavage fluorescence, 5 h; in the data active means activation above about 50%
Target sequence (P0AE70 whole entry, looked up): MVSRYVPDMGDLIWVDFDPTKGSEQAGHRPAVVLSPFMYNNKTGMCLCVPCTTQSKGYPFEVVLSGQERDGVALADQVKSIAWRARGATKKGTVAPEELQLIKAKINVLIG
DUSP3 inh: VHR1 phosphatase inhibitors, primary screen, biochemical, absorbance, uHTS | 0.52% of 290,000 active | Dual specificity protein phosphatase 3 (Homo sapiens), P51452 | inhibition, % at 13.3 µM | recombinant VHR phosphatase, pNPP absorbance; in the data active means inhibition above about 50%; further: some compounds called inactive have numbers as strong as hits
Numbers without * were called inactive; i = inactive; ? = inconclusive; . = not tested or not shown.

Values run as follows: TcdB inh, Rv3671c protease, Anthrax LF prot, PfHsp40 rescue, SSB-PriA inh, 3CLpro inhibitor, Vc quorum ag, Y pestis TopoI, MazEF act, DUSP3 inh
1	CC(N=C1NS(=O)(=O)c2ccccc21)C(=O)NCc1ccc2c(c1)OCO2 (stereo unspecified)
 : ., 1, -6, 1.4, -1, 2, i, -2, 13, -13
2	Cc1cc(C)nc(N2CCCC(C(=O)Nc3cc(F)ccc3C)C2)n1 (stereo unspecified)
 : 0.7, -7, -3, -2.0, -11, 0, -0.7, -4, 5, 13
3	CCCOc1ccc2c3c(c(=O)oc2c1)CCCC3
 : ., -8, 1, 7.6, -14, -3, 2.8, 23, 2, 33
4	CC(C)OP(=O)(c1ccc(N(C)C)cc1)C(O)c1cccnc1 (stereo unspecified)
 : 0.0, 5, -17, 0.3, -2, -2, -0.5, -4, 13, 12
5	Cc1nn(C(C)C(=O)NCc2ccc(Cl)cc2)c(=O)c2cc3occc3n12 (stereo unspecified)
 : -0.8, 0, -6, -1.3, 0, 1, i, 8, 8, 15
6	O=C(Cn1cnc2ccccc21)Nc1cccc(S(=O)(=O)N2CCCC2)c1
 : ., -9, -4, -1.4, -2, ., 0.6, 2, 2, .
7	Cc1ccc(-c2c(C#N)c(N)nc3c2CCCC3)s1
 : ., 7, 1, -0.7, -7, 0, -1.4, 4, 4, -5
8	CCOC(=O)n1c(=O)n(Cc2ccccc2)c2ccccc21
 : ., -8, -2, -1.1, 0, -3, -0.2, 11, 5, 13
9	Cc1cccc(C(=O)OCC(=O)NCCCc2ccccc2)c1
 : 0.8, -1, 0, 0.1, -21, 6, -0.5, 21, 10, 6
10	O=C(Nc1ccc(F)cc1)C1CCN(c2ncnc3c2nc2n3CCCCC2)CC1
 : 2.6, -9, -2, 0.6, -13, -5, -0.3, -5, 8, -4
11	COc1ccccc1OCCCCNC(C)(C)C
 : 0.5, 3, -3, 0.2, -12, 5, -0.6, 5, 6, -2
12	CCN1CCN(C(=O)CCS(=O)(=O)c2cc3c(cc2Cl)NC(=O)CO3)CC1
 : -0.4, -1, -3, 0.0, -6, 2, -0.2, -6, 10, 25
13	CC/C(=C/c1sc2ccccc2[n+]1CC)SC
 : ., 3, 0, 0.5, 3, -3, -0.2, -9, -4, 2
14	COc1cccc(/C=C2\SC(=S)N(NC(=O)c3ccncc3)C2=O)c1
 : 0.0, -5, 3, 0.0, 9, 1, i, -12, -2, 22
15	CCCCCCOC(=O)c1ccc(N)cc1
 : -0.9, 13, 1, -0.7, -8, 5, -0.4, 8, -12, -3
16	COc1ccc(N2CCC(CNC(=S)Nc3c(C)cc(C)cc3C)C2)cc1 (stereo unspecified)
 : -14, -3, -6, -1.3, 24, 2, -0.5, 3, 12, 7
17	O=C(CCc1nc2ccccc2[nH]1)N1CCc2ccccc2C1
 : 2.8, -1, -9, -0.2, 1, 3, -0.3, 0, -1, 15
18	COC(=O)CCC(=O)COc1ccccc1C#N
 : ., -6, -5, -0.9, 2, -4, i, -3, 3, 14
19	CCOc1ccc(-c2cc(N)n(S(=O)(=O)c3ccc(OC)cc3)n2)cc1
 : 0.2, 4, -6, -0.8, -3, 3, -0.2, -10, -5, 8
20	Cc1ccc([C@H]2C[C@@H](n3cc(-c4ccc(F)cc4)nn3)[C@H](O)CN2CC2CCCCC2)cc1
 : 1.0, ., -6, ., ., ., -0.7, 49, -3, .
21	COc1cc2c(cc1NS(=O)(=O)N1CCCC1)oc1ccccc12
 : ., 0, 1, 0.3, -33, 1, -9.7, 8, -4, 44
22	Cc1cccc(CSc2ccc3nnc(-c4cccs4)n3n2)c1
 : -9.4, -5, -1, 0.7, -11, -3, i, 0, 4, 24
23	CCOC(=O)c1ccc(NC(=S)N2CCCC(C(=O)OCC)C2)cc1 (stereo unspecified)
 : 1.4, 16, 4, 0.3, -33, -3, i, 5, 4, 13
24	Cc1ccc(S(=O)(=O)NCCCCCC(=O)Nc2cccc(C)c2)cc1
 : ., -5, 0, 0.6, -5, 6, -0.3, 29, 1, -11
25	Cc1ccc(NC(=O)C2=C(C(=O)O)CCCC2)cc1Br
 : -0.6, 2, -23, -1.7, -21, -3, -0.6, -4, -5, 12
26	CC(C)NC(=O)CN(Cc1ccccc1)S(=O)(=O)c1ccccc1
 : ., 3, 1, -0.1, 0, 2, -1.7, 1, -2, -8
27	CSc1ccccc1C(=O)Nc1cccc([N+](=O)[O-])c1
 : 0.4, 8, -2, 1.3, 13, 2, -1.6, 7, 13, 33
28	Cc1cc(C(=O)CSc2nc3ccccc3[nH]2)c(C)n1C
 : ., 4, 1, 1.1, -15, 5, -0.3, 0, 7, 20
29	CC(C)(C)c1ccc(OCC(O)CS(=O)(=O)c2ccccn2)cc1 (stereo unspecified)
 : ., 1, 1, -1.3, 2, 7, i, 7, 0, -5
30	COc1ccc(S(=O)(=O)Nc2ccc3c(c2)CCC3)cc1
 : 1.4, 0, -2, 6.9, -5, -1, -0.5, 5, 1, 12

Results in sequence from the list:
Nos. 15 to 19 in PfHsp40 rescue read -0.7, -1.3, -0.2, -0.9, -0.8
Nos. 15 to 19 in Anthrax LF prot read 1, -6, -9, -5, -6
Nos. 15 to 19 in TcdB inh read -0.9, -14, 2.8, ., 0.2

Other compounds:
Values run as follows: TcdB inh, Rv3671c protease, Anthrax LF prot, PfHsp40 rescue, SSB-PriA inh, 3CLpro inhibitor, Vc quorum ag, Y pestis TopoI, MazEF act, DUSP3 inh
31	COc1ccc(NC(=O)Nc2cc(F)ccc2C)cc1
 : 1.4, 4, -3, 2.0, -17, -1, -0.3, 11, 10, -22
32	O=C1C=C(NCc2ccco2)C2(CCCCC2)O1
 : ., -1, 2, -1.2, -6, 1, 0.9, -4, 2, -2
33	CC(C)(C)[C@H]1C=C(C(=O)Nc2ccccc2)O[C@@H](OCCCCO)C1
 : -1.0, 1, -8, -0.6, -1, ., -0.6, -6, 4, .
34	O=C(C(NS(=O)(=O)c1cccs1)c1ccccc1)N1CCN(c2ccccc2F)CC1 (stereo unspecified)
 : ., -8, -5, 1.0, -16, -4, i, 17, 2, 25
35	O=C(Nc1ncn[nH]1)c1ccc(Cl)c(S(=O)(=O)Nc2ccc(Cl)cc2)c1
 : 2.3, -7, -2, -0.1, -4, 1, -0.4, -4, -1, 8
36	Nn1c(-c2ccccc2)nc2ccccc2c1=O
 : -0.5, -7, -3, 1.0, -11, 1, i, -3, -6, 23
37	O=C(c1cc(Cl)cc(Cl)c1)N1CCC2CC1c1cc(N3CCCCC3)ccc12 (stereo unspecified)
 : -0.5, ., 0, ., ., ., i, 23, -13, .
38	NC(=O)COc1ccc(C(=O)/C=C2/C(=O)Nc3ccccc32)cc1
 : 1.0, 6, -4, -1.4, -23, -1, 0.4, -11, 15, -6
39	Nc1ncc(Br)cc1S(=O)(=O)NC1CCCCC1
 : 0.3, -9, 2, -0.9, -5, 1, -0.5, 0, 5, 29
40	Cc1[nH]c(=O)[nH]c(=O)c1CSc1nnc(CCCCCNC(=O)OC(C)(C)C)o1
 : 0.6, 0, -1, 0.5, -16, -2, i, -3, -4, 13
41	Cn1c(N)c(C(=O)COC(=O)CNS(=O)(=O)c2cccc(Cl)c2)c(=O)n(C)c1=O
 : ., 0, 2, -0.7, 2, 9, -0.3, -2, 11, 7
42	Cc1c(CC(=O)N[C@@H](C)C(=O)O)c(=O)oc2cc3c(cc12)CCC(C)(C)O3
 : -0.3, 7, -8, -1.9, 0, 0, -0.9, 7, 2, 15
43	CC(C)OCCCN(CC(O)c1ccccc1)CC(O)c1ccccc1 (stereo unspecified)
 : 0.3, 17, -3, 0.4, 9, 3, -0.1, 7, 5, -4
44	COc1ccc(CN2CCCCCC2)cc1
 : 0.5, 9, 4, 0.4, -6, 1, 0.9, 6, 5, 47
45	CCCn1nc(Oc2nc(NC(C)C)nc(N(C)C)n2)ccc1=O
 : 0.6, 2, 0, -1.4, -1, 6, -2.3, -7, 13, 24
46	COc1ccc(-n2c(Cc3cc(=O)[nH]c(=O)[nH]3)nnc2SCC(=O)Nc2ccccc2)cc1
 : 1.0, -4, -1, -0.3, -11, 3, i, -7, 6, 9
47	Cc1cc(C(=O)N/N=C/c2ccc(-c3cccc(Cl)c3Cl)o2)n[nH]1
 : ., -6, 0, -0.9, ., -2, 1.4, -1, 51*, 51*
48	Cc1cc2n(n1)C(c1ccc3c(c1)OCO3)Nc1c(C)cccc1-2 (stereo unspecified)
 : ., 3, ?, 1.7, -16, 3, -0.5, 12, 7, 11
49	CN1OC[C@@H]2CN(Cc3ccc(Cl)cc3)[C@H](c3cccc(Br)c3)C[C@@H]21
 : -0.8, ., -12, 3.1, 0, ., -0.8, 3, -1, .
50	Cc1cc(C(=O)COC(=O)C23CC4CC(CC(O)(C4)C2)C3)c(C)n1-c1c(C)n(C)n(-c2ccccc2)c1=O
 : 0.6, -2, -7, 0.6, -1, -1, i, 1, -4, 20
51	c1ccc(CC2CCCCN2)cc1 (stereo unspecified)
 : 0.3, 2, 11, -1.7, -3, 5, 0.7, 1, 0, -8
52	O=c1oc2ccccc2cc1-c1csc(NN=C2CCCC2)n1
 : ., 4, 0, 0.7, -50, 3, i, -12, 12, -16
53	CN(C)c1ccc(CC(=O)N2CCCCC2c2cc(C(=O)Nc3cccc(C#N)c3)no2)cc1 (stereo unspecified)
 : 1.3, ., -3, ., ., ., -3.3, 14, ., .
54	COCCCNC(=S)NNC(=O)c1cc(C2CC2)nc2ccccc12
 : 0.9, ., -1, -0.6, -11, -5, i, 0, 13, 23
55	Cc1cc(C)c(S(=O)(=O)N2CCN(C(=O)c3c(C)noc3C)CC2)c(C)c1
 : 0.0, 8, ., -0.3, 1, ., -0.3, 5, 6, .
56	O=C(O)c1ccc(-c2nnc(-c3cccc(Br)c3)o2)cc1
 : 0.1, ., -4, -0.6, -15, 6, i, 3, -3, -2
57	COc1ccccc1C(=O)NCCC(=O)Nc1ccc(S(=O)(=O)N2CC(C)CC(C)C2)cc1 (stereo unspecified)
 : -2.5, -35, -3, 0.8, -4, ., 0.5, 21, -5, .
58	CCCNC(=O)C1CCN(S(=O)(=O)c2cccc3nonc23)CC1
 : 1.1, -3, 4, -0.5, -13, -3, i, 4, -13, 16

Only part of the results is shown. The share of hits here may be higher or lower than overall.
